sEH act – soluble epoxide hydrolase activators, primary screen, biochemical, human sEH | Bifunctional epoxide hydrolase 2 (Homo sapiens), P34913 | purified human sEH enzymatic activity, activator screen | activation, % at 2 µM | actives 0.04% (n = 91,000) | AID 717, 2007; in the data active = activation above about 37%; note: values of inactives mirror those of a sister screen read the other way
sEH inh – soluble epoxide hydrolase inhibitors, primary screen, biochemical, human sEH; recombinant human sEH enzymatic activity assay; inhibition, % at 2 µM; actives 0.34% (n = 91,000); AID 707, 2007; in the data active = inhibition above about 80%; note: values of inactives mirror those of a sister screen read the other way; many of its hits are not listed in these tables
Mac1 fbg inh – inhibitors of CD11b/CD18 adhesion to fibrinogen, primary screen, K562 cells, luminescence. Integrin beta-2 (Homo sapiens) + Integrin alpha-M (Homo sapiens), P05107+P11215. ATPlite luminescence; Mn2+ added to activate the integrin. inhibition, % at 10 µM. actives 0.54% (n = 93,000). AID 1497, 2009;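 active = primary inhibition of 50% or more at 10 µM, then 40% or more on retest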; note: some results filed as inactive read as strong as hits
Target sequence (P05107 whole entry, looked up, other chains not shown): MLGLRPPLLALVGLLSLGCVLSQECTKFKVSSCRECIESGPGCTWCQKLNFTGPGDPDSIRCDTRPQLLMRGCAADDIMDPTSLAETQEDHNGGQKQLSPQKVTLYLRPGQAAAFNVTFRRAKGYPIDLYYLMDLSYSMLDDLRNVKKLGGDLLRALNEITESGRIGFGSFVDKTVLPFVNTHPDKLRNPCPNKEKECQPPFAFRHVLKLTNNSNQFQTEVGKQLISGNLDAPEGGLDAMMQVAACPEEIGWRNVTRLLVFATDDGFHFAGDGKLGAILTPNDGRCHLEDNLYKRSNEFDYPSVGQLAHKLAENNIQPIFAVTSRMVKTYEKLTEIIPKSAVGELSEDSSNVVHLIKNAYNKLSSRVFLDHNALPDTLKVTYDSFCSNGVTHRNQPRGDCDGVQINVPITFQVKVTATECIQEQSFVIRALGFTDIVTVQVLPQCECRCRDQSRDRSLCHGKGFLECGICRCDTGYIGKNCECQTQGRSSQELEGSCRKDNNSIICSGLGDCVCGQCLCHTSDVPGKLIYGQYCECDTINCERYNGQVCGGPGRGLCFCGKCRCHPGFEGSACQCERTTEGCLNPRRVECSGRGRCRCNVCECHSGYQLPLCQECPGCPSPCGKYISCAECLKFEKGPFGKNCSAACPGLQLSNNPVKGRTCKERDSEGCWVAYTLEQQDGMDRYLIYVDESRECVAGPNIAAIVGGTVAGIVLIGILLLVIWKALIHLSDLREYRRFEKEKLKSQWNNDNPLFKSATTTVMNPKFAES
ERb SRC1 inh – inhibitors of ERβ-SRC1 coactivator interaction, primary screen, biochemical, TR-FRET, ERβ LBD, SRC-1 peptide; TR-FRET ER-beta LBD / SRC1-Cy5 peptide binding; receptor agonist-loaded with 1 µM estradiol; inhibition, % at 25.6 µM; actives 1.3% (n = 86,000);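 active = compounds whose percent inhibition of the receptor-coactivator binding signal exceeds about 50% in the single-dose screen, limit read from the data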;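 note: 0% = receptor plus peptide wells without compound and 100% = peptide-only wells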
Calb biofilm kill – clotrimazole potentiators killing Candida biofilms, primary screen, with clotrimazole, Alamar Blue. C. albicans biofilm + clotrimazole. inhibition, % at 6 µM. actives 0.14% (n = 85,000);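 active = inhibition above 20%; inactive = inhibition below 20%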;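 note: preformed 24 hr biofilms exposed to compound for 48 hr; 0% = biofilm without compound and 100% = blank killed by clotrimazole plus chlorhexidine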
Smad3 FoxH1 inh – Smad3/FoxH1 peptide binding inhibitors, primary screen, biochemical, TR-FRET; Mothers against decapentaplegic homolog 3 (Homo sapiens), P84022; TR-FRET Smad3/Dy647-FoxH1 peptide binding, europium anti-His; inhibition, % at 25 µM; actives 0.29% (n = 88,000); AID 630, 2007;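 active = compounds that reduce the energy-transfer binding signal between the protein and its labelled peptide by more than half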;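 note: 0% = Smad3 plus labelled peptide maximal FRET and 100% = peptide-only background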
ERa coact pot – enhancers of ERα–SRC-1 coactivator binding, primary screen, biochemical, TR-FRET, ERα LBD, low estradiol; TR-FRET ERalpha-LBD/SRC-Cy5 coactivator binding, 2 h; 100 = basal binding, no effect; actives 1.3% (n = 86,000); Estrogen receptor (Homo sapiens), P03372; coactivator binding (% of control), % at 25.6 µM; in the data active = activity above about 200%;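 note: binding measured in presence of low estradiol as agonist stimulus; 0% = peptide alone without receptor and 100% = receptor with peptide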
Mac1 fbg enh – enhancers of CD11b/CD18 adhesion to fibrinogen, primary screen, K562 cells, luminescence. activation, % at 10 µM. ATPlite luminescence. Integrin beta-2 (Homo sapiens) + Integrin alpha-M (Homo sapiens), P05107+P11215. actives 0.07% (n = 93,000);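 active = 10 µM primary screen giving 50% or more activity, confirmed by 40% or more on retest at that dose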; note: strong numbers were not always called active; reference of the scale not given here
MT1-MMP txn act – MT1-MMP promoter reporter activation – cell-based, luciferase luminescence, primary screen; activation factor at 10 µM; AID 750, 2007; HT1080 MT1-MMP promoter luciferase reporter, overnight; active compounds read high; actives 0.16% (n = 86,000);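 active = activation factor of at least 2 for MT1-MMP transcription at 10 µM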
Active calls of the source: *; / = not tested or not shown; [ ] = another dose, or the depositor's remark. A portion of the library; count on the stated rates, not on these rows.

cpd	Molecule	sEH act	sEH inh	Mac1 fbg inh	ERb SRC1 inh	Calb biofilm kill
1	COc1ccc(CCNc2ncnc3c2oc2ccccc23)cc1OC	-10	8	/	-6	5
2	Nc1c(Cl)cc(Cl)cc1C(=O)OCC(=O)N1CCCC1	13	-13	0	5	6
3	COc1ccc(Cl)cc1NC(=O)/C=C\C(=O)O	-2	4	-2	-3	-4
4	COc1cccc(CSc2nc3ccccc3cc2C=O)c1	18	-18	19	/	/
5	COc1ccc(C(=O)Nc2nc(-c3cccs3)cs2)cc1	10	-9	92	1	3
6	Cc1ccc(-c2csc(NC(=O)c3cccc(S(=O)(=O)N4CCN(C)CC4)c3)n2)cc1	/	/	-11	-7	-2
7	CCCNC(=O)C(=O)c1cccn1-c1ccsc1C(=O)OC	-13	14	0	-14	13
8	O=c1c(F)cn(C2CCCO2)c(=O)n1Cc1ccccc1F (stereo unspecified)	10	-9	-3	20	7
9	Cc1ccc(S(=O)(=O)N2CCN(C(C)C(=O)N3CCCc4ccccc43)CC2)cc1 (stereo unspecified)	-6	9	/	-12	2
10	O=C(CCl)NNc1cccc(Cl)n1	13	-16	-17	/	/
11	CCOC(=O)c1ccc(NS(=O)(=O)c2c(C)n(C)c(=O)n(C)c2=O)cc1	7	-8	/	-7	7
12	O=C(c1ccco1)N1CCN(c2ncccn2)CC1	/	/	-5	1	11

cpd	Smad3 FoxH1 inh	ERa coact pot	Mac1 fbg enh	MT1-MMP txn act
1	0	103	/	1
2	3	91	-3	1.2
3	12	118[fluorescence artefact?]	4	0.9
4	/	/	-4	/
5	0	101[fluorescence artefact?]	-7	1.7
6	-3	146	4	1.1
7	5	109	-1	1.1
8	-3	103	6	1
9	0	110	/	1.1
10	/	/	-4	/
11	-2	109	/	1.1
12	-6	112	1	1.2

Reformatted: 11 of the compounds above.
Order of results: sEH act	sEH inh	Mac1 fbg inh	ERb SRC1 inh	Calb biofilm kill	Smad3 FoxH1 inh	ERa coact pot	Mac1 fbg enh	MT1-MMP txn act
#1 COc1ccc(CCNc2ncnc3c2oc2ccccc23)cc1OC
    -10	8	/	-6	5	0	103	/	1
#2 Nc1c(Cl)cc(Cl)cc1C(=O)OCC(=O)N1CCCC1
    13	-13	0	5	6	3	91	-3	1.2
#3 COc1ccc(Cl)cc1NC(=O)/C=C\C(=O)O
    -2	4	-2	-3	-4	12	118[fluorescence artefact?]	4	0.9
#4 COc1cccc(CSc2nc3ccccc3cc2C=O)c1
    18	-18	19	/	/	/	/	-4	/
#5 COc1ccc(C(=O)Nc2nc(-c3cccs3)cs2)cc1
    10	-9	92	1	3	0	101[fluorescence artefact?]	-7	1.7
#6 Cc1ccc(-c2csc(NC(=O)c3cccc(S(=O)(=O)N4CCN(C)CC4)c3)n2)cc1
    /	/	-11	-7	-2	-3	146	4	1.1
#7 CCCNC(=O)C(=O)c1cccn1-c1ccsc1C(=O)OC
    -13	14	0	-14	13	5	109	-1	1.1
#8 O=c1c(F)cn(C2CCCO2)c(=O)n1Cc1ccccc1F (stereo unspecified)
    10	-9	-3	20	7	-3	103	6	1
#9 Cc1ccc(S(=O)(=O)N2CCN(C(C)C(=O)N3CCCc4ccccc43)CC2)cc1 (stereo unspecified)
    -6	9	/	-12	2	0	110	/	1.1
#10 O=C(CCl)NNc1cccc(Cl)n1
    13	-16	-17	/	/	/	/	-4	/
#11 CCOC(=O)c1ccc(NS(=O)(=O)c2c(C)n(C)c(=O)n(C)c2=O)cc1
    7	-8	/	-7	7	-2	109	/	1.1

More records follow:
cpd	Molecule	sEH act	sEH inh	Mac1 fbg inh	ERb SRC1 inh	Calb biofilm kill
13	COc1ccccc1Nc1nc(-c2sc(NC(=O)C(C)(C)C)nc2C)cs1	-11	12	22	/	/
14	CCOc1ccc(NC(=O)C2CCN(c3nnnn3-c3ccccc3)CC2)cc1	-17	17	/	-25[fluorescence artefact?]	9
15	Cc1ccn2c(NC3CCCCC3)c(C(C)C)nc2c1	-6	9	/	-1	4
16	CN(Cc1ccccc1)Cc1nc2c(c(=O)n(C)c(=O)n2C)n1Cc1ccccc1Cl	-6	6	-12	-3	3
17	O=C(Nc1cccc(C(=O)N2CCOCC2)c1)c1ncn[nH]1	0	-2	-4	5	1
18	Cc1ccc(N2C(=O)CC(Nc3ccccc3)C2=O)cc1 (stereo unspecified)	-3	1	-5	1	-1
19	CC(Sc1nc2c(c(=O)n(C)c(=O)n2C)n1Cc1cc2c(cc1Cl)OCO2)C(=O)O (stereo unspecified)	/	/	-7	-11[fluorescence artefact?]	11
20	O=C1CC(N2CCN(C(c3ccccc3)c3ccccc3)CC2)C(=O)N1 (stereo unspecified)	-3	4	-6	15[fluorescence artefact?]	10
21	COc1cnc(-c2ccccc2)nc1Oc1ccc(C(C)(C)C)cc1	-10	11	11	/	/
22	CS(=O)(=O)N(CC(=O)N1CCN(c2cccc(Cl)c2)CC1)C1CCCCC1	0	0	48	-2	2
23	O=C(CSc1cccc(C(F)(F)F)c1)N1CCN(S(=O)(=O)c2ccccc2)CC1	/	/	-1	-1	7
24	O=C(CN1CCC(O)(c2ccc3c(c2)OCO3)CC1)N1CCOCC1	1	-2	-4	1	4

cpd	Smad3 FoxH1 inh	ERa coact pot	Mac1 fbg enh	MT1-MMP txn act
13	/	/	2	/
14	6	112	/	1.1
15	2[fluorescence artefact?]	92	/	1.3
16	9	97	-2	1.2
17	-3	109	0	1
18	11	156	-2	1.1
19	8	115[fluorescence artefact?]	1	1.2
20	-4	103	-4	1.1
21	/	/	-3	/
22	-4	106	-4	1
23	5	87	1	1
24	-11	108	-1	1

More entries
cpd	Molecule	sEH act	sEH inh	Mac1 fbg inh	ERb SRC1 inh	Calb biofilm kill
25	CCCn1nnc(NC(=O)c2cccc(OCc3ccccc3)c2)n1	-16	18	-4	0	17
26	Cc1nnc(SCCn2c(N3CCC(C)CC3)nc3c2c(=O)n(C)c(=O)n3C)s1	11	-17	/	0	6
27	Cc1ccc(OCC(=O)N/N=C/c2ccc([N+](=O)[O-])o2)cc1	1	-3	-8	/	/
28	O=C(O)c1c(Cl)c(Cl)c(Cl)c(Cl)c1C(=O)N1CCCC1	11	-10	-7	-4	4
29	O=S(=O)(c1cccc(-c2nc3ccccc3s2)c1)N1CCCC1	-3	1	16	5	6
30	COc1ccccc1CC1(C)NC(=O)N(CC(=O)Nc2cc(C)on2)C1=O (stereo unspecified)	2	-3	4	37	10
31	Cc1cc(NS(=O)(=O)c2ccc(NC(=O)c3ccco3)cc2)nc(C)n1	4	-5	1	5	-1
32	O=C(CCS(=O)(=O)c1ccc(Br)s1)NCc1ccccc1	-2	0	3	1	0
33	CCc1nn(-c2ccccc2)c(N)c1-c1ccc(OC)c(OC)c1	-11	11	-6	0	8
34	CC1Cc2ccccc2N1C(=O)CSc1nnc2n1C(C)(C)Cc1ccccc1-2 (stereo unspecified)	-6	5	-6	-4	7
35	Cc1ccc(S(=O)(=O)N(CC(=O)N2CCN(c3ccc(F)cc3)CC2)C2CCCCC2)cc1	-8	10	/	2	3
36	S=c1oc(-c2ccncc2)nn1CCc1ccncc1	-5	3	-49	15	6

cpd	Smad3 FoxH1 inh	ERa coact pot	Mac1 fbg enh	MT1-MMP txn act
25	14	90	2	1.1
26	7[fluorescence artefact?]	121	/	1.2
27	/	/	-4	/
28	6	104	-3	1.1
29	2	113	-2	1.2
30	7	57	0	1.1
31	-3	90	-4	1.1
32	12	112	0	/
33	1	95	2	1.3
34	-1	101[fluorescence artefact?]	-2	1.1
35	9	92	/	1.1
36	15	178[fluorescence artefact?]	7	1.1

New compounds follow:
cpd	Molecule	sEH act	sEH inh	Mac1 fbg inh	ERb SRC1 inh	Calb biofilm kill
37	O=C(N/N=C\c1ccc(Cl)s1)c1cccs1	-94	94*	4	/	/
38	CC(=O)Nc1ccc(S(=O)(=O)Nc2cccc(NC(=O)C(C)(C)C)c2)cc1	-7	10	-4	10[fluorescence artefact?]	5
39	Cc1noc(C)c1S(=O)(=O)N1CCCC(C(=O)N2CCc3ccccc3C2)C1 (stereo unspecified)	3	-4	34	-9	0
40	Cn1c(Cl)c(C(=O)Nc2ccc(Cl)cc2)c2ccccc21	-9	7	7	/	/
41	Cn1cc(S(=O)(=O)Nc2cccc(F)c2)c(=O)n(C)c1=O	13	-15	-4	-3	9
42	COc1ccc(-c2nc(CS(=O)CC(=O)NCc3ccco3)c(C)o2)cc1 (stereo unspecified)	-8	7	-5	4[fluorescence artefact?]	4
43	CCCC1=C(C(=O)OCC)C(c2ccc(F)cc2)n2ncnc2N1 (stereo unspecified)	13	-14	-9	0	5
44	CC(C)CNC(=O)NC(=O)COc1ccc(C=O)cc1	4	0	-6	/	/
45	CC(OC(=O)c1cc(=O)[nH]c2ccccc12)c1ccccc1 (stereo unspecified)	-12	11	-7	30[fluorescence artefact?]	-7
46	COC(=O)c1c[nH]n2c(=O)cc(CCl)nc12	1	-4	-5	/	/
47	CCc1nn(-c2cc(Oc3cccc4ccccc34)nc(-c3ccccc3)n2)c(N)c1C#N	-7	10	-14	/	/
48	Cc1cc(C)c2nc(C(F)(F)F)c(C#N)c(N)c2c1	1	1	-50	7	3

cpd	Smad3 FoxH1 inh	ERa coact pot	Mac1 fbg enh	MT1-MMP txn act
37	/	/	-3	/
38	7	104	1	1
39	3	108	-4	1.1
40	/	/	-3	/
41	0	116	4	/
42	-5	110	0	1.1
43	8	114	0	1.1
44	/	/	0	/
45	-8[fluorescence artefact?]	84	1	1.3
46	/	/	-3	/
47	/	/	65	/
48	1	103	-2	1.3

Continuation.
cpd	Molecule	sEH act	sEH inh	Mac1 fbg inh	ERb SRC1 inh	Calb biofilm kill
49	Cc1ccc(O)c(-c2cc(C(F)(F)C(F)F)nc(-c3ccccc3)n2)c1	-6	7	/	-1	-1
50	COc1ccccc1NC(=O)c1nnn(CC(=O)Nc2ccccc2)c1N	-10	9	/	2	12
51	O=c1cc(Cl)c(-c2ccccc2)n[nH]1	-1	0	-1	0[fluorescence artefact?]	2
52	O=C(Cn1nc(-c2ccccc2)c2ccccc2c1=O)NCC1CCCO1 (stereo unspecified)	/	/	-10	48	1
53	Brc1cccc(-c2nnco2)c1	8	-10	/	-2	3
54	O=C1CC(C(=O)Nc2ccc(C(=O)N3CCOCC3)cc2)C2(CCCCC2)O1 (stereo unspecified)	-1	2	-16	-1	3
55	COc1ccc(NC(=O)c2cnc(C)cn2)c2ncccc12	/	/	-18	11	3

cpd	Smad3 FoxH1 inh	ERa coact pot	Mac1 fbg enh	MT1-MMP txn act
49	-5	128	/	1
50	10	86	/	1.2
51	16	98	-3	1.4
52	-6	98	0	1
53	7	85	/	0.8
54	1	116	1	1
55	11[fluorescence artefact?]	104	-1	0.8

Whole records from above. Order of screens: sEH act | sEH inh | Mac1 fbg inh | ERb SRC1 inh | Calb biofilm kill | Smad3 FoxH1 inh | ERa coact pot | Mac1 fbg enh | MT1-MMP txn act
Record of `O=C(Cn1nc(-c2ccccc2)c2ccccc2c1=O)NCC1CCCO1` (stereo unspecified) = / | / | -10 | 48 | 1 | -6 | 98 | 0 | 1
Record of `COc1ccc(NC(=O)c2cnc(C)cn2)c2ncccc12` = / | / | -18 | 11 | 3 | 11[fluorescence artefact?] | 104 | -1 | 0.8
